Bioassay records (PubChem)
HCV inhibitor: HCV inhibition; 340,000 tested, 3.4% active; Huh7.5.1 HCVcc-Cre infection, luciferase reporter, 44 h; Potency, µM (series often up to 41.8 µM), without a hit: top-dose activity change, negative = inhibition, usual class: inhibitors; AID 651820; further: potency means the concentration at half of the fitted maximal effect
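Reporter virus HCVcc-Cre (~0.5 moi) infects cells exposed to compound; seeding density 1,000 cells/well with 4 h settling beforehand. Luminescence, 15 sec read, taken 44 h post-infection following a 15 min RT substrate incubation.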
LmPK inhibitor: inhibitors of Leishmania mexicana pyruvate kinase; 290,000 tested, 0.37% active; purified LmPK, Kinase-Glo ATP luminescence, 1 h; Q27686; Potency, µM (doses to about 57.5 µM), for inactives: at the highest dose activity change, negative = inhibition, most hits filed as inhibitors; further: potency means the concentration at half of the fitted maximal effect
Target sequence (Q27686 whole entry, looked up): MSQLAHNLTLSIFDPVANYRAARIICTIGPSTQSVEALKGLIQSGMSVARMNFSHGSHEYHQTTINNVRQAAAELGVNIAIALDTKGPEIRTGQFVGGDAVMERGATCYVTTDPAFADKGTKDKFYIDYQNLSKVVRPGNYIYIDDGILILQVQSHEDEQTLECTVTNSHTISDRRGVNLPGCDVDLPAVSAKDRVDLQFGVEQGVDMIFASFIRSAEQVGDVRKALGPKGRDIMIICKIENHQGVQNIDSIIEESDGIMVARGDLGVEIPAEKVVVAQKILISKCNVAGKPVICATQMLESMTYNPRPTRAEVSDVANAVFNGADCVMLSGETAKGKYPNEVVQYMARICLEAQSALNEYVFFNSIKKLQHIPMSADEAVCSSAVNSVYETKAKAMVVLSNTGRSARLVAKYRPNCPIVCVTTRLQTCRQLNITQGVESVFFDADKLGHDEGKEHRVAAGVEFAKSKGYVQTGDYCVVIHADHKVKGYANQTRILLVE
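In 50 mM imidazole pH 7.2 with 7 mM MgCl2, LmPK (0.1 nM) turned over PEP (0.5 mM) and ADP (0.1 mM) for 1 h at room temperature. Luciferase read-out of ATP.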
AMA1 RON2 block: inhibitors of Plasmodium falciparum AMA1-RON2 interaction; Potency, µM (series often up to 58.2 µM), without a hit: top-dose activity change, negative = inhibition, actives largely listed as inhibitors; 360,000 tested, 0.2% active; AlphaScreen AMA1-biotinylated RON2 peptide binding;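 further: potency means the concentration at half of the fitted maximal effect; 0% = vehicle wells and -100% = peptide control; nearly all actives have a fitted effect of over 45% in size; some results filed as inactive show a strong effect at the top dose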
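AMA1 (3D7) with his tag at 25 nM final met compounds first, then biotinylated RON2 peptide at 25 nM; detection used donor plus acceptor beads, 10 µg/mL apiece, read by AlphaScreen after 30 min at room temperature.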
AmpC no deterg: inhibitors of E. coli AmpC beta-lactamase without detergent | P00811 | AmpC nitrocefin hydrolysis, absorbance 480 nm, 0.0001% Triton | Potency, µM (doses to about 57.1 µM), inactives show at the highest dose activity change, negative = inhibition, usual class: inhibitors | 330,000 tested, 0.52% active | AID 485341;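 further: potency means the concentration at half of the fitted maximal effect; plate controls were no compound for no effect and no enzyme for full effect; nearly all actives have a fitted effect of over 20% in size; some results filed as inactive show a strong effect at the top dose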
Target sequence (P00811 whole entry, looked up): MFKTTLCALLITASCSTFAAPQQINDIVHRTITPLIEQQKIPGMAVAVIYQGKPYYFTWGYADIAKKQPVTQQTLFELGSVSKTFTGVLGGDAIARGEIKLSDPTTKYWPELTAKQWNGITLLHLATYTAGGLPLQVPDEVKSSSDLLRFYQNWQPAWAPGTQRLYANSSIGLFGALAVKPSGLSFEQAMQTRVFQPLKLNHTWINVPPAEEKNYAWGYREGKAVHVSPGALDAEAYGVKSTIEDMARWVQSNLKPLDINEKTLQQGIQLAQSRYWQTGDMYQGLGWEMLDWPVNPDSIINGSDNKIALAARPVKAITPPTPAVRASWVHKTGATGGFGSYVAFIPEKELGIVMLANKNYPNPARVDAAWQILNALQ
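20 mM phosphate pH 7.0 + 0.01% (detergent screen) or 0.0001% Triton X-100; 5.3 nM AmpC reagent; cpd preinc 15 min RT; nitrocefin (800 uM stock) to start; A480 q20 s × 4 min; Activity was normalised to no-enzyme and no-compound control wells.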
AmpC detergent: AmpC beta-lactamase inhibition with detergent present | 370,000 tested, 0.041% active | AmpC hydrolysis of nitrocefin, absorbance 480 nm, 0.01% Triton | Potency, µM (highest dose often 114 µM), without a hit: at the top dose activity change, negative = inhibition, most hits filed as inhibitors;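 further: potency means the concentration at half of the fitted maximal effect; 0% = no-compound wells and -100% = no-enzyme wells; nearly all actives have a fitted effect of over 25% in size; some results filed as inactive show a strong effect at the top dose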
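AmpC (5.3 nM in the dispensed reagent) in 20 mM phosphate pH 7.0 with 0.01% (detergent screen) or 0.0001% Triton X-100 was preincubated with compounds for 15 min at room temperature. Nitrocefin was then added from an 800 uM solution, and hydrolysis was followed at 480 nm.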
HCMV inh: blocks human cytomegalovirus replication | AID 1259415 | HFF cells, HCMV-luciferase reporter, 72 h; active compounds read low | activity change, negative = inhibition, % at 57.5 µM | 410,000 tested, 4.5% active; in the data active means activity change below about -60%; inconclusive means no clear call, values can overlap the other calls; inactive means above about -39%
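Screen run at 2 compound doses on HFFs infected with reporter HCMV, MOI 1 PFU/cell. Luciferase activity from cell lysates at 72 h post infection gave inhibition relative to buffer-only and Salinomycin wells.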
Tb PYK inh: T. brucei pyruvate kinase inhibition | Potency, µM (doses to about 76.8 µM), for the others: at the top dose activity, negative = inhibition, hits mostly inhibitors | 410,000 tested, 0.12% active | TbPYK enzyme, Kinase-Glo Plus ATP luminescence, 45 min; further: potency means the concentration at half of the fitted maximal effect; nearly all actives have a fitted effect of over 50% in size
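Assay buffer: 50 mM TEA pH 7.2, 100 mM KCl, 10 mM MgCl2, 0.05% BSA, 0.01% Tween-20. Pyruvate kinase from T. brucei plus substrate met compound, then ADP (130 uM final). Luminescence was read post 45 min RT.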
* = called active by the depositor; ? = inconclusive; . = no result given; & = joins results of further samples; [ ] = another dose, or the depositor's remark. Unless noted, the call rests on the fitted dose curve; in most records, active means well fitted curve in the direction sought with a large enough effect; inconclusive means small, poorly fitted or top-dose-only effect, or another doubt; inactive means no such curve, though single readings can be large; an effect the other way counts as inactive or inconclusive. Unless noted, on the % scale 0 is the no-effect control and ±100 the full control effect. Random draw from the library, and some 7.5% of all compounds hit somewhere here.

Start of the data: the first seven records as a preview:
SMILES	HCV inhibitor	LmPK inhibitor	AMA1 RON2 block	AmpC no deterg	AmpC detergent	HCMV inh	Tb PYK inh
CN(Cc1ccccc1)C(=O)Nc1ccccc1	5%	-1%	0%	.	1%	2	1%
C[C@@H]1CN([C@H](C)CO)C(=O)CCCn2cc(nn2)CO[C@H]1CN(C)C(=O)Nc1cccc(Oc2ccccn2)c1	.	.	14%	.	.	20	-6%
CC(S(=O)(=O)c1ccccc1)S(=O)(=O)c1ccccc1	.	.	-14%	.	.	30	4%
C=CCn1c(-c2cccnc2)n[nH]c1=S	11%	-5%	0%	-2%	7%	6	?
CC1CCC2(CC1)NC(=S)N(c1ccccc1)N2 (stereo not drawn)	20%	20%	49%[activator]	-16%	-15%	-11	-22%
CCOc1ccc(-n2ccc(=O)c(C(=O)Nc3ccc(S(=O)(=O)Nc4ncccn4)cc3)n2)cc1	-6%	-9%	-5%	-29%	0%	11	-8%
CC(=O)Nc1cc(ON=C(C)C)cc([N+](=O)[O-])c1	?	2%	-2%	-49%	-4%	-18	-6%

Results, from the first entry:
SMILES	HCV inhibitor	LmPK inhibitor	AMA1 RON2 block	AmpC no deterg	AmpC detergent	HCMV inh	Tb PYK inh
CN(Cc1ccccc1)C(=O)Nc1ccccc1	5%	-1%	0%	.	1%	2	1%
C[C@@H]1CN([C@H](C)CO)C(=O)CCCn2cc(nn2)CO[C@H]1CN(C)C(=O)Nc1cccc(Oc2ccccn2)c1	.	.	14%	.	.	20	-6%
CC(S(=O)(=O)c1ccccc1)S(=O)(=O)c1ccccc1	.	.	-14%	.	.	30	4%
C=CCn1c(-c2cccnc2)n[nH]c1=S	11%	-5%	0%	-2%	7%	6	?
CC1CCC2(CC1)NC(=S)N(c1ccccc1)N2 (stereo not drawn)	20%	20%	49%[activator]	-16%	-15%	-11	-22%
CCOc1ccc(-n2ccc(=O)c(C(=O)Nc3ccc(S(=O)(=O)Nc4ncccn4)cc3)n2)cc1	-6%	-9%	-5%	-29%	0%	11	-8%
CC(=O)Nc1cc(ON=C(C)C)cc([N+](=O)[O-])c1	?	2%	-2%	-49%	-4%	-18	-6%
O=C(CC1(CC(=O)N2CCOCC2)CCCC1)Nc1ccc(F)cc1	-9%	.	-15%	-4%	.	8	3%
CCOc1ccc(NC2CCN(C(C)=O)CC2)cc1	11%	0%	-2%	-5%	-4%	-9	0%
O=C(c1cc(COc2ccc(F)cc2Cl)on1)N1CCCCC1c1cccnc1 (stereo not drawn)	?	2%	1%	64%[activator]	-5%	-31	-5%
Cc1ccccc1OC(C)C(=O)NC1CCCC1 (stereo not drawn)	2%	-1%	0%	-2%	?	-16	-1%
CC1Cc2ccccc2N1C(=O)CCS(=O)(=O)c1cccc2nonc12 (stereo not drawn)	12%	-15%	-11%	-19%	-12%	2	-6%
CC(=O)c1ccc(OCC(=O)OC(C)C(=O)NC2CCCCC2C)cc1 (stereo not drawn)	21%	.	-1%	-6%	6%	-7	3%
CCCCCCCC(=O)Nc1cc(C(=O)NCc2ccc(C)cc2)ccc1N1CCC2(CC1)CC(c1ccccc1)=NO2	10%	-1%	-7%	-34%	-1%	-7	0%
Cc1ccc(S(=O)(=O)N2CCCC(C(=O)Nc3ccc(NC(=O)c4ccccn4)cc3)C2)cc1 (stereo not drawn)	6%	0%	0%	-24%	?	-21	-1%
COc1ccccc1CN(Cc1nc2ccccc2c(=O)[nH]1)C(=O)Nc1ccccc1	-10%&-10%	5%	140%[activator]	-30%	-3%	6	1%
COc1cc(C(=O)NCCSc2ccc(Cl)cc2)cc(OC)c1OC	?	12%	10%	-6%	-6%	-3	-5%
O=C(O)CCCCCCCCCCCc1ccccc1	-72%	1%	21%	-35%	?	32	1%
Cc1c(OCC(=O)C(C)(C)C)ccc2c(-c3ccccc3)cc(=O)oc12	?	2%	11%	-19%	2%	-14	4%
COC(=O)CCCC[C@@H]1SC[C@@H](NC(=O)OC)[C@@H]1NC(=O)OC	16%	1%	-5%	-13%	2%	-9	2%
Cc1ccc(-c2cc3nc(-c4ccc(Br)cc4)cc(N)n3n2)cc1	-5%	2%	23%	-31%	?	4	-6%
COC(=O)c1c(C(=O)OC)c2oc3ccccc3n2c1Cl	?	7%	3%	-5%	-4%	?	-3%
COc1ccc(N(C(=O)CNC(=O)c2ccco2)C(C(=O)NCC2CCCO2)c2ccccc2)cc1 (stereo not drawn)	21%	-8%	3%	30%	-12%	0	-3%
COc1ccc(/C=N\NC(=O)c2ccc(=O)[nH]n2)cc1O	19%	-2%	-10%	-15%	-13%	0	3%
C=CCC(Nc1ccccc1)c1cccc(OC)c1OC (stereo not drawn)	-10%	0%	-4%	-11%	-4%	-37	-1%
COc1ccc(NC(=O)c2cc(C3CCCCN3S(=O)(=O)c3cn(C)cn3)on2)c(C)c1 (stereo not drawn)	.	.	-2%	.	.	-16	-4%
Clc1ccc(-c2nnc(N3CCCC3)nn2)cc1	-3%	-14%	-17%	-2%	?	74	-10%
CCOc1ccccc1C(=O)N/N=C/c1coc2ccc(C)cc2c1=O	-3%	-6%	74%[activator]	-8%	2%	.	-3%
COc1ccc2c(CNCc3ccc(C)o3)c(C(=O)O)n(Cc3ccccc3)c2c1	.	.	.	.	-8%	14	-6%
Cc1ccc(Cl)cc1N(C(=O)c1csnn1)C(C(=O)NC1CCCC1)c1ccco1 (stereo not drawn)	-1%	0%	3%	-5%	-12%	?	-4%
CCC(=O)N1CCN(c2ccc(NC(=O)c3ccc(N4CCCC4)c([N+](=O)[O-])c3)cc2)CC1	?	2%	-8%	-8%	-4%	-7	-12%
CCOC(=O)N1CCN(S(=O)(=O)c2cccc3nsnc23)CC1	-3%	-1%	-6%	-11%	1%	-33	0%
Cc1cccc(-c2c3c(nc4c2c(=O)n(C)c(=O)n4C)-c2ccccc2C3O)c1 (stereo not drawn)	?	.	2%	.	.	0	3%
Cc1ccc(S(=O)(=O)NC(=O)Nc2cccc(C)n2)cc1	8%	2%	12%	46%	5%	-6	-1%
Cc1nnc(Sc2cc(C(=O)NCCCOC(C)C)c3ccccc3n2)s1	-5%	1%	1%	46%	0%	-24	27%
Cc1ccc(NS(=O)(=O)c2ccc(C(=O)NCc3ccncc3)cc2)cc1	?	.	9%	-4%	-9%	-17	2%
CCCCCCOC(=O)/C=C/c1c(C)[nH]c(=O)[nH]c1=O	9%	4%	4%	?	5%	34	3%
O=C(NNC(=O)c1nn(-c2ccc(F)cc2)ccc1=O)Nc1cccc(Cl)c1	5%	3%	11%	-11%	6%	15	-6%
Cc1[nH][nH]c(=O)c1C(c1ccc([N+](=O)[O-])cc1)c1c(C)[nH][nH]c1=O	20%	-2%	3%	-25%	-2%	66	-9%
COCCn1c(=NC(=O)C2COc3ccccc3O2)sc2cc(S(N)(=O)=O)ccc21 (stereo not drawn)	-15%	0%	11%	-42%	?	50	9%
Cn1c(C(O)c2ccc3c(c2)OCO3)nc2ccccc21 (stereo not drawn)	-18%	1%	0%	-18%	-1%	?	0%
Cn1ccc2c(-c3ccc(C(C)(C)C)cc3)cc3c(c21)C1CCC3C1 (stereo not drawn)	.	.	-26%	.	.	-3	2%
N#Cc1ccsc1NC(=O)CSc1nnc(NC2CC2)s1	.	.	0%	.	.	17	-1%
COCCNC(=O)c1ccc2c(=O)n(CCOC)c(SCC(=O)c3c[nH]c4ccccc34)nc2c1	.	.	.	.	-2%	33	-3%
CCN(CC)S(=O)(=O)c1cccc(-c2nnc(SCC(=O)N3CCC(C(=O)O)CC3)n2N)c1	28%	4%	0%	-23%	4%	-36	-5%
Cc1ccc(S(=O)(=O)CC(C)(O)CS(=O)(=O)c2ccc(C)cc2)cc1	-2%	2%	-1%	-4%	?	27	-5%
COc1ccc(OC)c(CCNC(=O)CCc2cn(C)c3ccccc23)c1	-18%	5%	-21%	14%	-1%	-34	0%
O=C(Cn1c2c(c(-c3ccccc3)cc1=O)CCCC2)N1CCCCCC1	?	0%	5%	28%	-13%	-33	0%
COc1ccc(C2Nc3ccccc3C(=O)N2NS(=O)(=O)c2ccccc2)cc1OC (stereo not drawn)	?	5%	6%	-21%	1%	46	-1%
COc1ccc(C(=O)N2CCCC(Nc3ccc(C)c(C)c3)C2)cc1F (stereo not drawn)	4%	2%	-15%	-3%	-11%	-1	3%
CCCCN1C(=O)C(O)(CC(=O)c2ccc(C(C)(C)C)cc2)c2ccccc21 (stereo not drawn)	.	.	.	.	2%	?	-5%
COc1ccc(C(C(=O)NC(C)(C)C)N(C(=O)CCC(=O)Nc2cc(C)on2)c2ccc(C)c(C)c2)cc1 (stereo not drawn)	?	6%	4%	113%[activator]	4%	-11	1%
COCCNC(=O)CCn1nc(-c2ccc(C)cc2)ccc1=O	-6%	0%	1%	-4%	-1%	17	1%
CN(C)CCOC(=O)C12CC3CC(C1)CC(C(=O)OCCN(C)C)(C3)C2	-27%	9%	-7%	1%	0%	-39	0%
Cn1nc(C(=O)Nc2cccc(C(F)(F)F)c2)c2c1-c1ccccc1S(=O)(=O)C2	.	.	.	.	4%	8	6%

Retrieved by structure from the entries so far (2):
SMILES	HCV inhibitor	LmPK inhibitor	AMA1 RON2 block	AmpC no deterg	AmpC detergent	HCMV inh	Tb PYK inh
COc1ccc(C2Nc3ccccc3C(=O)N2NS(=O)(=O)c2ccccc2)cc1OC (stereo not drawn)	?	5%	6%	-21%	1%	46	-1%
COc1ccc(OC)c(CCNC(=O)CCc2cn(C)c3ccccc23)c1	-18%	5%	-21%	14%	-1%	-34	0%
